Screening data deposited in PubChem BioAssay by Sanford-Burnham Center for Chemical Genomics.
tim23-1 inh = inhibits growth of tim23-1 mutant yeast; S. cerevisiae tim23-1 growth, BacTiter-Glo luminescence, 24 h; inhibition, % at 20 µM; hit rate 1.3% among 330,000; AID 463212;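 active = growth inhibition of the mutant yeast at or above 50%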;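 note: temperature-sensitive mutant grown at 25 °C; plate controls were DMSO-treated mutant yeast for no effect and medium wells lacking yeast for full effect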
TIM10 inh = inhibits growth of TIM10 yeast strain | S. cerevisiae TIM10 strain growth, BacTiter-Glo luminescence, 24 h | AID 463195 | hit rate 1.4% among 330,000 | inhibition, % at 10 µM;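 active = inhibition of 40% or more at the single tested concentration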;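 note: wild-type TIM10 isogenic control strain grown at permissive 25 °C; 0% = DMSO yeast wells and 100% = minimal medium wells without yeast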
tim10-1 inh = growth inhibitors of tim10-1 mutant yeast; S. cerevisiae tim10-1 ts strain growth, BacTiter-Glo, 24 h; inhibition, % at 20 µM; hit rate 2.2% among 330,000; AID 463190;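 active = inhibition of at least 40%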;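 note: mutant grown at 25 °C; 0% = DMSO wells with yeast and 100% = wells holding no yeast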
UPR CHOP act = activators of apoptotic arm of unfolded protein response (CHOP); CHO-CHOP luciferase reporter, UPR activation, luminescence; percent of tunicamycin response over DMSO baseline; activation, % at 10 µM; hit rate 0.34% among 330,000;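 active = at 10 µM dose, activation of 40% or more, normalized to positive control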;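 note: 100% = tunicamycin at 10 µg/mL and 0% = DMSO alone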
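Material: CHO-CHOP cells, stable luciferase reporter of PERK-eIF2a-CHOP signalling; quantity: 500 reporter cells seeded per well; buffer or medium: F12 medium containing 10% fetal bovine serum; compound: one dose, 10 µM in 0.5% DMSO; incubation: 6 h compound treatment, 37 °C; measured by: Steady-Glo luciferase luminescence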
697 NFkB inh = inhibitors of the PMA/ionomycin-induced NF-kB reporter in 697 B cells; 697 B-cell NF-kB luciferase reporter, 16 h; inhibition, % at 4 µM; hit rate 0.33% among 330,000; AID 435022; in the data active = inhibition above about 35%
Jurkat NFkB inh = lowers PMA/ionomycin-induced NF-kB signal in Jurkat cells | PMA/ionomycin-induced NF-kB luciferase reporter, luminescence | hit rate 0.53% among 330,000 | AID 435003 | inhibition, % at 4 µM; in the data active = inhibition above about 50%
XBP1 UPR activ = adaptive UPR (XBP1) activation | CHO-XBP1 luciferase reporter, IRE1-XBP1 UPR activation, luminescence; percent of tunicamycin response, DMSO as zero | activation, % at 20 µM | hit rate 0.33% among 330,000 | AID 463104;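 active = versus positive control, 20 µM dose yields 30% or more activation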;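 note: 100% = tunicamycin at 10 µg/mL and 0% = DMSO only wells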
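Assay system: IRE1-XBP1 luciferase reporter CHO line. Input: 1000 cells/well. Buffer or medium: F12 with 10% serum. Doses: 20 µM, 1% DMSO. Times: overnight seeding at 37 °C, 6 h compound treatment at 37 °C. Technique: Steady-Glo luciferase glow luminescence, 10 min after reagent addition.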
Mdm2-MdmX inh = disrupts the human Mdm2-MdmX interaction; hit rate 3% among 330,000; SaOS-2 split-luciferase Mdm2/MdmX complementation, luminescence; inhibition, % at 8 µM; O15151+Q00987;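 active = inhibition of at least 50% at 8 µM in the primary screen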
Target sequence (O15151 whole entry, looked up): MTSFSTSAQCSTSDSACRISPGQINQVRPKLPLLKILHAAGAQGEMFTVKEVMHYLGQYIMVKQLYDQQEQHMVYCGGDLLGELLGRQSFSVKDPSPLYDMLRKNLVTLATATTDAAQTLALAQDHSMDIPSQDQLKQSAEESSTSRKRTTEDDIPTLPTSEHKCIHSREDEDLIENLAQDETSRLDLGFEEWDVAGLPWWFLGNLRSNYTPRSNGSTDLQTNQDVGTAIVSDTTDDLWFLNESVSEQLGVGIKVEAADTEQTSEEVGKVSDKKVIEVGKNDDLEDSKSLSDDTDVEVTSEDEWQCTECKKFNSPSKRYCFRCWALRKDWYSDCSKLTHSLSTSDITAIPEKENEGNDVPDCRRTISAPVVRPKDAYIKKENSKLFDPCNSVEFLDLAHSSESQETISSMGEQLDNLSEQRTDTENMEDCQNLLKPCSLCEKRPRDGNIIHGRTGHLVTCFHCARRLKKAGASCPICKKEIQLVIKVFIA
Target sequence (Q00987 whole entry, looked up): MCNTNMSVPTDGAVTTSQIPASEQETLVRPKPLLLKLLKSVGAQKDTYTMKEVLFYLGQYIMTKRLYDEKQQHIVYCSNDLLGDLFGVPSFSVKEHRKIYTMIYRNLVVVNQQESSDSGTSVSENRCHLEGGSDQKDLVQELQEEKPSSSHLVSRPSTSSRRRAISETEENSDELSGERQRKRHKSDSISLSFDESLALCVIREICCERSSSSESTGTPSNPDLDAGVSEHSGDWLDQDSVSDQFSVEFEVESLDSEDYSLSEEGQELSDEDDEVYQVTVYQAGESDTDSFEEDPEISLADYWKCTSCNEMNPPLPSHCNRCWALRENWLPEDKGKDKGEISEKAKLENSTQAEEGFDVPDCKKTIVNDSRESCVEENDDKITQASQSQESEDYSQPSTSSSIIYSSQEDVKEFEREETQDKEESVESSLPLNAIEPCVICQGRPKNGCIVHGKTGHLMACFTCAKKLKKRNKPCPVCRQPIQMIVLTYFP
* marks the source's active call; other numbers are inactive results; / = no result given.

[1] C=CCn1c(SCC(=O)Nc2sccc2C(N)=O)nc2ccc(Cl)cc2c1=O
[2] CCOc1ccccc1CNC(=O)C1CCN(C(=O)c2sccc2-n2cccc2)CC1
[3] COc1cc(C(=O)OCCc2c(C)nc3nc[nH]n3c2=O)cc(OC)c1OC
[4] C=CCN(CC=C)C(=O)C(=O)c1cc(C)n(-c2ccc([N+](=O)[O-])cc2)c1C
[5] O=C(Nc1ccccc1C(=O)NCCN1CCOCC1)c1ccc(Cl)cc1Cl
[6] O=C(CCNS(=O)(=O)c1ccc(Cl)cc1)NCc1ccccn1
[7] CCOc1ccc(CCNC(=O)C2CC(=O)N(c3ccc4c(c3)OCCO4)C2)cc1OCC (stereo not drawn)
[8] Cc1cc(C(=O)N2CCN(c3ccc([N+](=O)[O-])cc3)CC2)co1
Assay by compound	1	2	3	4	5	6	7	8
tim23-1 inh	1	7	3	18	15	-3	-6	16
TIM10 inh	-11	4	-6	19	0	0	-3	0
tim10-1 inh	15	10	-8	34	11	7	4	19
UPR CHOP act	2.1	0.9	-0.9	-1.0	0.6	-1.5	2.9	1.0
697 NFkB inh	-25	20	9	-14	6	14	22	11
Jurkat NFkB inh	18	-1	-8	5	1	7	7	39
XBP1 UPR activ	-4	-4	-2	-1	0	1	-3	-6
Mdm2-MdmX inh	35	16	0	8	-17	10	21	10

[9] O=C(Cc1ccc(Cl)cc1)Nc1ncccn1
[10] COc1cccc(-c2nc(-c3cccs3)no2)c1
[11] CN(c1cccc(NS(=O)(=O)c2cccc([N+](=O)[O-])c2)c1)S(C)(=O)=O
[12] CN1CCN(c2ccc(-c3cccc(NC(=O)COc4ccc(Cl)cc4)c3)nn2)CC1
[13] O=Cc1c(C(=O)O)n(CC(=O)O)c2ccccc12
[14] CCC(C)[C@H](NC(=O)[C@@H]1Cc2ccccc2CN1C(=O)OC(C)(C)C)C(=O)NCC1CCC(C(=O)O)CC1 (stereo partly drawn)
[15] c1ccc2[nH]cnc2c1
[16] CC(=O)c1ccc(OCC(O)CN2CCN(c3ccc(F)cc3)CC2)cc1 (stereo not drawn)
Assay by compound	9	10	11	12	13	14	15	16
tim23-1 inh	13	8	24	10	1	12	-2	-5
TIM10 inh	9	13	-8	-12	0	-2	-3	-7
tim10-1 inh	1	17	22	-6	4	9	-4	6
UPR CHOP act	0.0	-2.0	-1.6	3.6	0.2	0.1	-0.8	3.1
697 NFkB inh	5	-289	4	-129	22	3	20	-7
Jurkat NFkB inh	1	-163	-25	-179	5	-3	-1	2
XBP1 UPR activ	5	-3	-5	2	-2	-2	-3	-2
Mdm2-MdmX inh	-4	-318	-36	-27	5	10	23	-16

[17] Cc1ccccc1CNC(=O)C1CCC(=O)N(CC2CCCCC2)C1 (stereo not drawn)
[18] Cc1nn(CC2CCCCC2)c(N)c1-c1ccccc1
[19] CCCCCC1CC(CC#CCN2CCOCC2)C(=O)O1 (stereo not drawn)
[20] Cc1ccc(-n2c(=O)c3ccccc3n(CC(=O)C(C)(C)C)c2=O)cc1
[21] CCc1ccc(CN2C(=O)c3ccccc3C2C(=O)NCC2CCCO2)cc1 (stereo not drawn)
[22] N#CCC(=O)N/N=C1\CCCCC1C1CCCCC1 (stereo not drawn)
[23] O=C(O)c1cc(O)ccc1NC(=O)C(c1ccccc1)c1ccccc1
[24] O=C(c1cc2ccccc2o1)N1CCN(CCOc2ccccc2)CC1
Assay by compound	17	18	19	20	21	22	23	24
tim23-1 inh	11	29	26	39	5	25	9	21
TIM10 inh	6	24	-2	6	-1	24	1	-13
tim10-1 inh	19	29	12	23	14	14	-2	5
UPR CHOP act	-0.1	4.7	-1.7	3.5	1.6	0.5	-0.5	-0.6
697 NFkB inh	-2	-58	18	10	15	-17	8	3
Jurkat NFkB inh	-4	-18	2	3	0	-15	-2	2
XBP1 UPR activ	-4	-3	-2	-1	-2	1	-6	-3
Mdm2-MdmX inh	7	-34	13	-7	-4	0	13	19

[25] C=CCOc1c2ccc(C(=O)N(CC)c3ccc(OC)cc3)cc2nn1C
[26] Cn1c(CNC(=O)OC(C)(C)C)nnc1SCC(=O)N1CCOCC1
[27] O=C(NNC(=O)[C@@H]1CCCC[C@@H]1C(=O)O)Nc1ccccc1
[28] O=C(CN1CCN(c2ccc(O)cc2)CC1)NC(=O)NCc1ccco1
[29] Cc1nc(=O)c(-c2ccccc2)c(C)n1CCCO
[30] COc1cccc(NC(=O)C(=O)NCc2ccncc2)c1
[31] COc1ccc(C2CC(=O)Oc3cc(C)c(Cl)cc32)cc1 (stereo not drawn)
[32] CSc1ccc(S(=O)(=O)N2CCC(C(=O)Nc3ccccc3C(F)(F)F)CC2)cc1
Assay by compound	25	26	27	28	29	30	31	32
tim23-1 inh	6	2	3	6	17	20	53*	-2
TIM10 inh	0	10	8	5	3	-20	9	13
tim10-1 inh	-4	21	3	3	14	7	26	-5
UPR CHOP act	2.5	0.4	0.8	3.0	-1.5	3.7	0.1	-2.0
697 NFkB inh	5	7	22	-61	2	-71	22	15
Jurkat NFkB inh	3	9	-15	-2	5	-70	/	5
XBP1 UPR activ	0	-1	-3	-2	-2	1	3	-2
Mdm2-MdmX inh	14	15	9	-6	-14	-33	7	-8

[33] N#Cc1cccnc1Nc1ccc(Cl)cc1
[34] Cc1cc(C)c(O)c(-c2cc(C(=O)Nc3cccnc3)[nH]n2)c1
[35] CCn1c(CNc2ccccc2Cl)nnc1SCCN1CCCCC1
[36] COc1ccc(N2CCN(S(=O)(=O)CCNC(=O)COc3ccccc3OC)CC2)cc1
[37] O=C(CSc1nnc(-c2ccc(Br)cc2)o1)Nc1cccc2ccccc12
[38] Cc1ccc(N(CC(=O)NC2CCCC2)C(=O)CCCC(=O)Nc2ccccn2)cc1C
[39] COC(=O)C1=C(C)N(CCc2ccc(OC)c(OC)c2)C(=O)C1
[40] COc1ccc(N2CCCn3c2nc2c3c(=O)n(CCc3ccccc3)c(=O)n2C)cc1
Assay by compound	33	34	35	36	37	38	39	40
tim23-1 inh	9	-22	7	12	5	18	21	18
TIM10 inh	-6	-8	3	4	-20	14	1	15
tim10-1 inh	15	-22	9	14	9	11	9	18
UPR CHOP act	0.5	2.7	-0.7	2.4	-1.1	-0.7	-2.7	-2.6
697 NFkB inh	-7	14	-4	1	-13	9	12	29
Jurkat NFkB inh	-16	-8	-1	13	-15	8	-22	3
XBP1 UPR activ	2	6	-1	-7	1	-7	7	8
Mdm2-MdmX inh	-27	-9	-4	9	-13	21	11	26

[41] Cc1ccccc1CSCCNC(=O)CCSc1ccccc1
[42] COc1ccc(NC(=O)CSc2nnc(Cc3cccn3C)n2-c2ccc(F)cc2)cc1
[43] O=C(O)c1c(-c2ccccc2)c2oc3ccccc3c2[nH]c1=O
[44] CCc1nnc(NC(=O)CN2CCN(Cc3ccccc3Cl)CC2)s1
[45] CCOc1ccc(-n2ccnc(SCC(=O)NCCc3ccccc3)c2=O)cc1
[46] CC(=O)Nc1ccc(Oc2cc(C#N)c(C#N)cc2N2CCOCC2)cc1
[47] CO/N=C(/C)CCS(=O)(=O)c1ccccc1
[48] Cc1c(OCC(=O)NCc2ccncc2)ccc2c3c(c(=O)oc12)CCCC3
Assay by compound	41	42	43	44	45	46	47	48
tim23-1 inh	28	21	-2	2	37	10	8	12
TIM10 inh	5	0	1	-11	25	-5	-2	-1
tim10-1 inh	37	32	9	-22	6	2	1	-4
UPR CHOP act	-3.8	-0.2	-0.2	2.2	-1.6	1.7	-1.3	1.0
697 NFkB inh	10	-9	6	-3	-10	18	7	-1
Jurkat NFkB inh	4	-12	-7	-7	-11	-16	5	-8
XBP1 UPR activ	-2	0	0	-4	1	-1	-3	-6
Mdm2-MdmX inh	14	3	9	3	1	-23	-24	9

[49] Cc1c(C)n(C)c2ccc(C(=O)NCCc3ccco3)cc12
[50] O=C1NNC(=O)C1c1ccccc1
[51] COc1ccc(CCNC(=O)C(=O)NCCCN2CCOCC2)cc1
[52] Cn1nc(C(F)(F)F)c(C#N)c1N1CCN(c2ccccc2)CC1
[53] O=C(COc1ccc(-c2ccccc2)cc1)Nc1cccnc1
[54] COc1cc(OC)cc(C(=O)N/N=C\c2ccoc2)c1
[55] CC(C)Cc1nc2oc3c(NCCCN4CCOCC4)ncnc3c2c2c1CCC2
[56] O=C(COc1ccc(S(=O)(=O)N2CCOCC2)cc1)Nc1ccc2c(c1)OCCO2
Assay by compound	49	50	51	52	53	54	55	56
tim23-1 inh	26	15	-4	-23	23	12	1	5
TIM10 inh	-4	-5	1	-42	9	3	15	5
tim10-1 inh	-1	18	13	-13	-22	3	24	10
UPR CHOP act	4.2	-0.8	0.6	-0.3	12	1.5	5.0	-0.3
697 NFkB inh	-22	-4	11	-44	12	4	-53	12
Jurkat NFkB inh	-8	-20	1	-1	7	-17	-32	8
XBP1 UPR activ	-1	-6	1	-1	1	-6	6	-3
Mdm2-MdmX inh	-16	0	13	41	-5	-2	32	5

One compound at a time, as listed above. Values in the order: tim23-1 inh	TIM10 inh	tim10-1 inh	UPR CHOP act	697 NFkB inh	Jurkat NFkB inh	XBP1 UPR activ	Mdm2-MdmX inh
Shown for C=CCOc1c2ccc(C(=O)N(CC)c3ccc(OC)cc3)cc2nn1C : 6	0	-4	2.5	5	3	0	14
Shown for N#CCC(=O)N/N=C1\CCCCC1C1CCCCC1 (stereo not drawn) : 25	24	14	0.5	-17	-15	1	0

Next part:
[57] O=C(COc1ccc(Br)cc1)N1CCCCCC1
[58] COc1ccc(OC)c(C2CC(=O)Nc3n[nH]c(-c4ccccc4)c32)c1 (stereo not drawn)
[59] CC(=O)NNc1ncnc2c1cnn2-c1ccc(C)c(Cl)c1
[60] O=C(c1cnsn1)N1CCN(c2ccccn2)CC1
[61] COc1ccccc1CNC(=O)C1=CCN(S(=O)(=O)c2ccc(C)cc2)CC1
[62] N#CCn1c(Cc2ccccc2)nc2ccccc2c1=O
Assay by compound	57	58	59	60	61	62
tim23-1 inh	-1	11	7	1	7	10
TIM10 inh	-9	-14	-3	6	22	4
tim10-1 inh	0	9	21	9	9	6
UPR CHOP act	1.3	1.7	1.1	-0.5	1.5	0.8
697 NFkB inh	-23	19	-22	3	5	-15
Jurkat NFkB inh	-18	-5	-17	-6	-1	-4
XBP1 UPR activ	7	-1	-1	0	-1	32*
Mdm2-MdmX inh	-14	14	-10	14	-29	6

Gathered by group, the entries above containing fluorine.
[16] CC(=O)c1ccc(OCC(O)CN2CCN(c3ccc(F)cc3)CC2)cc1 (stereo not drawn)
[32] CSc1ccc(S(=O)(=O)N2CCC(C(=O)Nc3ccccc3C(F)(F)F)CC2)cc1
[42] COc1ccc(NC(=O)CSc2nnc(Cc3cccn3C)n2-c2ccc(F)cc2)cc1
[52] Cn1nc(C(F)(F)F)c(C#N)c1N1CCN(c2ccccc2)CC1
Assay by compound	16	32	42	52
tim23-1 inh	-5	-2	21	-23
TIM10 inh	-7	13	0	-42
tim10-1 inh	6	-5	32	-13
UPR CHOP act	3.1	-2.0	-0.2	-0.3
697 NFkB inh	-7	15	-9	-44
Jurkat NFkB inh	2	5	-12	-1
XBP1 UPR activ	-2	-2	0	-1
Mdm2-MdmX inh	-16	-8	3	41
